Source: PubChem BioAssay (several laboratories)
TRPC4 agonist = activators of mouse TRPC4 channel | hit rate 0.49% among 310,000 | HEK293 TRPC4beta/mu-opioid, Fluo4 calcium fluorescence; stronger effect = higher value | B-score at 10 µM | Q9QUQ5 | AID 2237;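 active means B-score above 5 SD of library B-scores, and initial fluorescence ratio not above library mean plus 5 SD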;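 further: positive B-score marks a calcium rise read as TRPC4 activation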
Target sequence (Q9QUQ5 whole entry, looked up): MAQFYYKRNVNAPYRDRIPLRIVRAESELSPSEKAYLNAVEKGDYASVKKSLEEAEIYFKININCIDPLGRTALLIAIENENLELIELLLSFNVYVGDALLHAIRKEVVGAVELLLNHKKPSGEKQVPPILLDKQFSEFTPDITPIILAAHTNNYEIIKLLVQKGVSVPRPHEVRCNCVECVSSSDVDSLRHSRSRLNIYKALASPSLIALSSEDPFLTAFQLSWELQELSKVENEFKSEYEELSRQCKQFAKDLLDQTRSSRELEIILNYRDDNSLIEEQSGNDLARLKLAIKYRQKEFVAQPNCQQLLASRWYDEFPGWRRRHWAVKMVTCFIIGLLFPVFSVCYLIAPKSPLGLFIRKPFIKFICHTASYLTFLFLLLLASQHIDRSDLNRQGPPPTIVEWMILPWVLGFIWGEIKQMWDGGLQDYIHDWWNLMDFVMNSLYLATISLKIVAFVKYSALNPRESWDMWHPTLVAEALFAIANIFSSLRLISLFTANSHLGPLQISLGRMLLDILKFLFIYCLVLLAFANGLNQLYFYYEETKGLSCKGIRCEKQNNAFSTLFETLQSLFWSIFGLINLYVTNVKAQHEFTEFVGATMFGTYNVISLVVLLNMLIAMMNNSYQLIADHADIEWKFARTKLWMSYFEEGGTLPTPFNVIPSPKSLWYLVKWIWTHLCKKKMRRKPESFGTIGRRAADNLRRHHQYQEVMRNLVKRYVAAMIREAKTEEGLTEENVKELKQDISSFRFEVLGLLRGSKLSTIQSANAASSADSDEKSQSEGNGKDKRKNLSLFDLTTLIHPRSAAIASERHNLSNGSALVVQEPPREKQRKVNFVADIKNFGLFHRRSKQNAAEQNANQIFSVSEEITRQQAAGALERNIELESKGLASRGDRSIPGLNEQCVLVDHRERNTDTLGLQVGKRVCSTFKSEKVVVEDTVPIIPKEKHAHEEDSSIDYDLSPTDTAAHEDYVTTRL
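Material: TRPC4beta and mu-opioid receptor HEK293 stable cells | Incubation: 45 min room-temperature Fluo4 loading, 110 s read | Detection: Kinetic Fluo4 calcium fluorescence | Measure: Integrated baseline-normalised fluorescence ratio, converted to per-well B score | Benchmarks: Low control buffer alone, high control maximal DAMGO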
HIF act = HIF pathway transcriptional activation | U2OS HRE-luciferase reporter, luminescence; normalized: DMSO 0%, desferrioxamine 100% | hit rate 0.32% among 300,000 | activation, % at 7.5 µM (by protocol) | AID 1910;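 active means mean activation of at least 10% of the iron chelator positive control signal, with at least half of replicates also reaching 10%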
KLF5 inh = inhibitors of KLF5 expression; hit rate 0.23% among 290,000; inhibition, % at 5 µM; DLD-1 KLF5 promoter-luciferase reporter, luminescence; AID 1700;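 active means inhibition above a per-plate limit of that plate's mean compound inhibition plus 3 SD, cut at about 60% in these data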;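 further: 0% = DMSO wells and 100% = LY294002 at 200 µM; higher means less KLF5 promoter-driven luciferase light; inactives centre near -14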
TRPC4 block = inhibitors of mouse TRPC4 channel. Q9QUQ5. HEK293 TRPC4beta/mu-opioid, DAMGO-evoked Fluo4 calcium flux; stronger effect = lower value. B-score at 10 µM. hit rate 0.39% among 300,000. AID 2247;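 active means B-score over 3 SD under the library average, no early fluorescence shift, positive overall ratio signal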
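Assay system: HEK293 cells with stable TRPC4beta plus mu-opioid receptor expression. Dosing: single dose. Measured by: Fluo4 Ca2+ flux fluorescence. Also added: DAMGO in two steps, submaximal then maximal. Read-out: B score from integrated Fluo4 fluorescence ratio.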
TRPC6 act = mouse TRPC6 channel activation; Q61143; HEK293-TRPC6 membrane potential dye fluorescence; stronger effect = higher value; B-score at 10 µM; hit rate 0.13% among 310,000;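 active means B-score of the integrated fluorescence ratio above library mean plus 3 SD, and starting fluorescence ratio within library mean plus 5 SD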;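 further: higher score means more depolarization so channel activation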
SKKanGAS inh = SKKanGAS growth inhibition. S. pyogenes SKKanGAS, kanamycin growth, BacTiter-Glo, 6 h. inhibition, % at 7.5 µM. hit rate 1.3% among 300,000. AID 1662;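 active means mean replicate score, as percent of positive control median, at least 50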;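 further: strain carries kanamycin resistance gene driven by streptokinase promoter and grows in 40 µg/ml kanamycin; loss of luminescence reflects streptokinase promoter inhibition or plain growth inhibition; 0% = median of DMSO wells and 100% = positive control at its reference dose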
TRPC6 inhibitor = mouse TRPC6 channel inhibition; hit rate 1.1% among 310,000; Q61143; B-score at 10 µM; HEK293-TRPC6, membrane potential dye, ACh-evoked depolarization; stronger effect = lower value;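 active means B-score under library mean minus 3 SD, initial fluorescence not abnormally high, positive integrated signal ratio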;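 further: B-score derived from integrated fluorescence ratio over the kinetic read; more negative B-score means stronger inhibition of depolarization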
MrgX1 antag = blocks BAM8-22 activation of human MrgX1 receptor; MRGX1-HEK293 calcium flux, Fluo-4, BAM8-22 antagonism; stronger effect = lower value; Q96LB2; hit rate 1.3% among 310,000; AID 588676; B-score at 10 µM;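 active means calcium-response B-score plate-corrected more than 3 library SD below zero, starting fluorescence within 5 deviations, no agonist response on first addition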;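 further: peak minus trough fluorescence over baseline after final BAM8-22 challenge near maximal dose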
IEC-6 tox = counter-screen for KLF5 inhibitors: cytotoxicity in IEC-6 cells; IEC-6 cytotoxicity, luminescence viability; inhibition, % at 5 µM; hit rate 0.78% among 290,000; in the data active means inhibition above about 22%;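 further: 0% = plate median of test compound wells and 100% = cytotoxic reference compound wells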
aSyn 5UTR inh = MLPCN primary screen, SNCA 5' untranslated region. alpha-synuclein 5'UTR reporter, inhibitor activity. inhibition, % (tested at 7.5 µM). hit rate 0.82% among 300,000. AID 1813; in the data active means inhibition above about 60%;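 further: H4 neuroglioblastoma cells stably carrying SNCA 5'UTR luciferase fusion; 0% = DMSO wells and 100% = positive control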
TRPC4 PAM = TRPC4 (mouse) allosteric potentiation; Q9QUQ5; HEK293 TRPC4beta/mu-opioid, DAMGO EC20, Fluo-4 Ca2+ flux; stronger effect = higher value; B-score at 10 µM; hit rate 0.42% among 310,000; AID 2227;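 active means B-score of calcium response area above 5 SD of library B-scores, with initial fluorescence ratio within 5 SD of library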;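 further: B-score of integrated fluorescence ratio over time as area under calcium response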
* marks the source's active call; other numbers are inactive results; i = inactive; · = no result given.

SMILES | TRPC4 agonist | HIF act | KLF5 inh | TRPC4 block | TRPC6 act | SKKanGAS inh | TRPC6 inhibitor | MrgX1 antag | IEC-6 tox | aSyn 5UTR inh | TRPC4 PAM
O=C(COC(=O)CNC(=O)c1cccs1)Nc1ccc(C(F)(F)F)cc1[N+](=O)[O-] | i | 1.8 | · | i | i | -0.7 | i | i | · | 15.4 | i
Cc1ccc(C(=O)COC(=O)CCCC(=O)Nc2cc(C(F)(F)F)ccc2Cl)cc1C | i | -0.1 | 4.8 | i | i | -0.8 | i | i | -7.2 | 8.5 | i
O=C(Nc1sc2c(c1C(=O)c1ccc(Cl)cc1)CCCC2)c1cccnc1 | i | -0.3 | 20.9 | i | i | 14.5 | i | i | 5.6 | 10.6 | i
COC(=O)CSc1nc2sccc2c(=O)n1-c1ccccc1 | i | 0.3 | -22.0 | i | i | 6.3 | i | i | -2.8 | 1.9 | i
O=C(CSc1nnc(COc2cccc3cccnc23)o1)N1CCCC1 | i | -15.4 | -5.9 | i | i | -4.4 | i | i | -9.7 | 20.6 | i
CCC(=O)OC1(C)C(=O)C=C2C=C(CCCC(=O)OC)OC=C2C1=O (stereo not drawn) | i | -1.9 | · | i | i | 4.1 | i | i | · | -3.4 | i
Cc1nn(-c2ccccc2)c(Cl)c1C(=O)Nc1ccc(N2CCOCC2)cc1 | i | -0.6 | -6.0 | i | i | -5.9 | i | i | 4.2 | -2.7 | i
COc1cccc(NC(=O)Cc2nc(-c3ccccc3)sc2-c2ccc(C)cc2)c1 | i | 0.6 | -43.5 | i | i | 8.9 | i | i | -2.6 | -57.0 | i
CCn1c(=N)c(S(=O)(=O)c2ccccc2)cc2c(=O)n3ccccc3nc21 | i | 0.1 | -5.0 | i | i | -0.1 | i | i | -1.9 | 8.0 | i
O=C(Nc1cccnc1)C12CC3CC(CC(C3)C1)C2 | i | -0.3 | -7.0 | i | i | -2.7 | i | i | -8.6 | 13.4 | i
COc1cc(-c2nnc(NC(=O)c3ccc(S(=O)(=O)N4CCOCC4)cc3)o2)cc(OC)c1OC | i | -0.3 | -30.7 | i | i | 10.5 | i | i | -3.7 | -6.0 | i
Cc1ccc(C(=O)NC(C)c2ccc(-n3ccnc3)cc2)o1 (stereo not drawn) | i | -0.2 | · | i | i | 1.9 | i | i | · | -3.4 | i
CCOC(=O)CNc1c(-c2ccc(O)cc2)nc2ccc(Cl)cn12 | i | 1.1 | -32.4 | i | i | 3.2 | i | i | -3.4 | -68.5 | i
CCOc1nc(-c2ccc(Cl)cc2)nc2ccccc12 | i | 0.5 | -11.7 | i | i | 3.8 | i | i | 9.6 | -48.3 | i
CCCn1c(C(C)NC(=O)c2ccccc2)nc2ccccc21 (stereo not drawn) | i | -0.7 | -23.4 | i | i | 5.0 | i | · | -0.6 | 17.8 | i
COc1ccccc1OC(C)C(=O)Nc1ccccc1C(=O)NCc1cccnc1 (stereo not drawn) | i | 0.3 | 1.2 | i | i | 1.3 | i | i | 8.0 | 6.4 | i
CCOC(=O)Nc1cccc(OCC(=O)Nc2ccc(OC)cc2OC)c1 | i | 0.7 | -1.4 | i | i | -4.1 | i | i | 2.8 | 30.0 | i
COC(=O)CCC(=O)Nc1nnc(C(F)(F)F)s1 | i | 0.2 | -3.5 | i | i | -5.4 | i | i | 1.4 | -6.4 | i
CCCCOc1ccc(N(CC(=O)NC2CCCC2)C(=O)CCC(=O)Nc2ccccn2)cc1 | i | 0.0 | -3.5 | i | i | -0.8 | i | i | 4.0 | -19.9 | i
Cc1cc(OCC(=O)Nc2ccc(S(=O)(=O)NC3=NCCCCC3)cc2)c(C(C)C)cc1Cl | i | -0.2 | -18.2 | i | i | 23.2 | i | i | 1.8 | -0.5 | i
CCOC(=O)c1c(C=O)c(C)n(Cc2ccccc2Cl)c1C | i | -0.3 | 2.6 | i | i | 0.4 | i | i | 4.6 | 27.7 | i
CN(C)c1oc(-c2ccccc2Cl)nc1C#N | i | · | -21.7 | i | i | -10.9 | i | i | 3.4 | 45.5 | i
CCn1ccnc1CN(C)C(=O)c1cc(COc2c(F)cccc2F)on1 | i | 0.0 | -8.6 | i | i | 5.7 | i | i | 1.3 | -9.5 | i
CC(=O)c1ccc(N2C(=O)NC3(CCCCC3)C2=O)cc1 | i | 0.7 | -31.6 | i | i | -0.9 | i | i | 4.0 | -28.7 | i
CCOC(=O)CC(=O)Nc1nnc(C(C)C)s1 | i | -0.1 | -29.4 | i | i | 0.5 | i | i | -1.0 | 8.3 | i
O=C1COc2ccc(C(=O)COC(=O)Cc3ccccc3F)cc2N1 | i | 0.5 | 12.7 | i | i | 4.1 | i | i | -1.7 | 15.7 | i
Nc1nc(Nc2cccc(F)c2)nc(NCCO)c1[N+](=O)[O-] | i | -0.5 | -19.0 | i | i | 3.9 | i | i | -2.9 | 15.9 | i
NCCCC[C@H](NC(=O)C1CCNCC1)c1nnc(CN)o1 | i | -0.2 | -12.2 | i | i | -2.4 | i | i | -1.6 | 11.2 | i
Cc1ccc(CS(=O)(=O)CC(C)(O)c2ccc(Cl)cc2)cc1 (stereo not drawn) | i | -1.5 | -14.6 | i | i | 6.0 | i | i | 0.2 | 20.8 | i
C=CCOC(=O)C1=C(C)Nc2nnnn2C1c1cc(OC)ccc1OC (stereo not drawn) | i | -0.1 | -12.9 | i | i | 5.3 | i | i | -2.9 | 24.7 | i
CN1C(=O)c2ccccc2C(C(=O)O)C1c1cn(C)c2ccccc12 (stereo not drawn) | i | 1.0 | -22.4 | i | i | 2.2 | i | i | 0.5 | 14.4 | i
COc1ccc(C(=O)NCCc2cnc[nH]2)cc1OC | i | -0.8 | -13.5 | i | i | -0.8 | i | i | -7.0 | -11.8 | i
O=C(Cn1cnc2ccccc2c1=O)Nc1ccccc1N1CCOCC1 | i | -0.8 | -19.9 | i | i | 2.8 | i | i | 1.4 | 10.3 | i
CCCC1CCC(c2ccc(/C(N)=N/O)cc2)CC1 (stereo not drawn) | i | 0.3 | -15.8 | i | i | 14.0 | i | i | -4.2 | -24.5 | i
O=C(CSc1nnc(-c2ccc(F)cc2)o1)Nc1ccccc1N1CCOCC1 | i | -0.1 | -0.7 | i | i | -2.6 | i | i | 2.7 | -31.9 | i
Cc1ccc(OCC(=O)OC(C)CN(C)Cc2ccccc2)cc1 (stereo not drawn) | i | -39.0 | -23.8 | i | i | -2.5 | i | i | -14.1 | -26.5 | i
O=C(C[n+]1cccc(/C=N/O)c1)N(Cc1ccccc1)Cc1ccccc1 | i | -0.3 | -13.2 | i | i | -1.5 | i | i | -1.6 | 6.3 | i
Cc1nc(N2CCN(c3ccccn3)CC2)c2c(C)c(C(=O)Nc3ccccc3F)sc2n1 | i | 0.1 | -1.7 | i | i | 24.7 | i | i | 1.3 | 32.6 | i
COc1cccc(COC(=O)CSCC(=O)Nc2cccc(C)c2)c1OC | i | -0.7 | · | i | i | -9.8 | i | i | · | -7.5 | i
CCOc1ccc(-n2c(SCC(=O)NC3CCS(=O)(=O)C3)nnc2-c2cccnc2)cc1 (stereo not drawn) | i | -0.3 | -1.6 | i | i | -2.8 | i | i | -1.1 | 5.5 | i
COc1cc(OC)cc(C(=O)OCC(=O)Nc2sccc2C(N)=O)c1 | i | 0.1 | 6.1 | i | i | 15.7 | i | i | -1.0 | -14.9 | i
CCC/C=N/NC(=O)c1ccc(F)cc1 | i | -0.3 | -29.2 | i | i | -9.3 | i | i | 1.0 | -31.5 | i
N#CC1=C(N)N2C(=C(C#N)C13CCN(Cc1ccccc1)CC3)Nc1ccccc12 | i | 0.2 | -30.2 | i | i | 0.4 | i | i | 2.6 | -37.8 | i
COc1ccc(NS(=O)(=O)c2ccc(O)c(NC(=O)c3ccc(S(=O)(=O)N4CCCC4)cc3)c2)cc1 | i | -0.1 | -9.5 | i | i | 7.5 | i | i | -8.7 | -18.7 | i
CC(C)NC(=O)c1ccc2c(c1)N(CC(=O)N1CCCC1)C(=O)C(C)(C)O2 | i | 0.4 | -30.1 | i | i | -0.7 | i | i | -4.2 | 0.9 | i

Profiles, looked up by structure. Screens in order: TRPC4 agonist | HIF act | KLF5 inh | TRPC4 block | TRPC6 act | SKKanGAS inh | TRPC6 inhibitor | MrgX1 antag | IEC-6 tox | aSyn 5UTR inh | TRPC4 PAM
CN1C(=O)c2ccccc2C(C(=O)O)C1c1cn(C)c2ccccc12 (stereo not drawn) as listed: i | 1.0 | -22.4 | i | i | 2.2 | i | i | 0.5 | 14.4 | i
CCOc1ccc(-n2c(SCC(=O)NC3CCS(=O)(=O)C3)nnc2-c2cccnc2)cc1 (stereo not drawn) as listed: i | -0.3 | -1.6 | i | i | -2.8 | i | i | -1.1 | 5.5 | i

Further results follow.
SMILES | TRPC4 agonist | HIF act | KLF5 inh | TRPC4 block | TRPC6 act | SKKanGAS inh | TRPC6 inhibitor | MrgX1 antag | IEC-6 tox | aSyn 5UTR inh | TRPC4 PAM
COc1cccc(NC(=O)Nc2cc(C)ccc2F)c1 | i | 1.6 | -41.0 | i | i | 4.4 | i | i | 6.9 | -73.3 | i
O=c1[nH]c(SCc2ccc(Cl)cc2)nc2ccccc12 | i | 0.0 | 6.6 | i | i | -1.2 | i | i | -1.6 | 5.6 | i
NNC(=O)c1cc(-c2cccs2)nc2ccccc12 | i | 0.7 | 26.5 | i | i | 1.7 | i | i | 31.8* | -1.7 | i
Cc1ccc(/C(O)=C2\C(=O)C(=O)N(CC(C)O)C2c2ccccn2)cc1 (stereo not drawn) | i | 0.0 | -20.3 | i | i | -1.1 | i | i | 2.9 | 14.8 | i
CN(C)CC(O)COc1ccc(C(C)(C)c2ccc(OCC(O)CN(C)C)cc2)cc1 (stereo not drawn) | i | -2.2 | -22.3 | i | i | 4.0 | i | i | 8.7 | -40.5 | i
O=C(CNC(=O)c1cccs1)NCC(=O)OCc1ccc(F)cc1 | i | 0.3 | -14.2 | i | i | -3.8 | i | i | -0.4 | 15.6 | i
CCCC(=O)NCc1cc(-c2nn(C)c(=O)c3ccccc23)ccc1C | i | -0.4 | -15.6 | i | i | -1.9 | i | i | -4.7 | 13.9 | i

In the list so far, 2 have a cyano group:
SMILES | TRPC4 agonist | HIF act | KLF5 inh | TRPC4 block | TRPC6 act | SKKanGAS inh | TRPC6 inhibitor | MrgX1 antag | IEC-6 tox | aSyn 5UTR inh | TRPC4 PAM
CN(C)c1oc(-c2ccccc2Cl)nc1C#N | i | · | -21.7 | i | i | -10.9 | i | i | 3.4 | 45.5 | i
N#CC1=C(N)N2C(=C(C#N)C13CCN(Cc1ccccc1)CC3)Nc1ccccc12 | i | 0.2 | -30.2 | i | i | 0.4 | i | i | 2.6 | -37.8 | i
